Wee1 stabilizer – Wee1 degradation inhibitors, primary screen, cell-based, HeLa, Wee1K328M-luciferase, luminescence; Wee1-like protein kinase (Homo sapiens), P30291; reporter increase, % at 5 µM; HeLa Luc-Wee1K328M stability; 100% = proteasome inhibitor MG132 effect; 220,000 tested, 1.2% active;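 active = activation above the mean of all tested compounds plus 3 SD, set per screening run, cut at about 8.8% in these data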;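 also: cells exposed to compound for 20 h before luminescence read; 0% = DMSO alone and 100% = MG132 at 30 µM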
FXIIa inh – human FXIIa protease inhibitors, primary screen, biochemical, 1536-well | Coagulation factor XII (Homo sapiens), P00748 | purified FXIIa, Boc-QGR-AMC fluorogenic substrate, 2 h | inhibition, % at 5 µM | 220,000 tested, 0.3% active | AID 800, 2007; in the data active = inhibition above about 40%;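 also: 0% = enzyme with no compound and 100% = blank without enzyme; many of its hits are not listed in these tables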
L929 necroptosis – inhibitors of zVAD-triggered necroptosis, primary screen, L929 cells | L929 zVAD necroptosis rescue, ATP luminescence, 24 h; with zVAD 60 µM | viability rescue, % at 10 µM | 220,000 tested, 0.38% active;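 active = activation, scaled between plate controls, above about 75%, limit read from the data; inactive = activation under that limit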;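 also: 0% = zVAD with DMSO and 100% = DMSO alone without zVAD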
PPC-1+TRAIL kill – compounds killing PPC-1 cancer cells with TRAIL present, primary screen, TRAIL potentiator project, ATPLite luminescence, uHTS; PPC-1 cells + TRAIL, ATPLite viability luminescence; 220,000 tested, 0.41% active; cell killing (% activity), % at 4 µM; AID 1443, 2008;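 active = cell killing above 50% in the first pass at 4 µM, then a duplicate retest at 5 µM averaging 50% or more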;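 also: plate controls were cells with TRAIL plus DMSO for no effect and medium-only wells lacking cells for full effect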
CHOP inh – inhibitors of CHOP promoter induction, primary screen, cell-based, unfolded protein response, luciferase reporter; CHO-K1 CHOP-promoter luciferase, tunicamycin-induced, 15-18 h; inhibition, % at 10 µM; 220,000 tested, 3.8% active; AID 2732, 2010;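 active = compounds that reduced the stress-induced luciferase reporter signal by more than about 70% of percent inhibition, limit read from the data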;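 also: 0% = tunicamycin plus vehicle and 100% = wells without tunicamycin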
FXIa inh 1536 – human FXIa protease inhibitors, primary screen, biochemical, 1536-well; Coagulation factor XI (Homo sapiens), P03951; purified FXIa, Boc-Glu-Ala-Arg-AMC fluorogenic substrate; inhibition, % at 5 µM; 220,000 tested, 0.14% active; AID 798, 2007;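 active = inhibition of at least 40%; inactive = inhibition below 40%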;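 also: fluorescence of freed AMC excited at 355 nm; 0% = enzyme without compound and 100% = no enzyme blank; many of its hits are not listed in these tables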
Target sequence (P03951 19-387 limits assumed): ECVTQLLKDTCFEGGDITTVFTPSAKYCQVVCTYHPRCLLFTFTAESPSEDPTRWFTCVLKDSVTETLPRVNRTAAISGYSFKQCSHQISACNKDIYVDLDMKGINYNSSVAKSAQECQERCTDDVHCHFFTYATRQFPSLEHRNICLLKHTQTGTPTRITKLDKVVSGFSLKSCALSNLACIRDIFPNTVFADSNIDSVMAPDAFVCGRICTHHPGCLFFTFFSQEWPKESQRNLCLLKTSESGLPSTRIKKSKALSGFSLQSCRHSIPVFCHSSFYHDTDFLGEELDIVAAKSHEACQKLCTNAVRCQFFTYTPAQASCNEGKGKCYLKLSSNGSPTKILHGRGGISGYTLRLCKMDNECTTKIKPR
Target sequence (P03951 388-625 limits assumed): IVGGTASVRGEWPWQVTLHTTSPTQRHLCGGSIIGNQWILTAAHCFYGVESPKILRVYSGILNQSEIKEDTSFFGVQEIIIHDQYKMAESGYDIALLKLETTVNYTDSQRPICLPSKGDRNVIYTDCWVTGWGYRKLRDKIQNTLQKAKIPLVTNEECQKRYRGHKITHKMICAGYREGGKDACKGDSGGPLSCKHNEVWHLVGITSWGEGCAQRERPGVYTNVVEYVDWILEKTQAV
TbHK1 inh – Trypanosoma brucei hexokinase 1 inhibitors, primary screen, biochemical, G6PDH-coupled NADH absorbance, MLSCN library | recombinant TbHK1, G6PDH-coupled NADH A340 | inhibition, % at 10 µM | 220,000 tested, 0.11% active | hexokinase 1 [Trypanosoma brucei];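 active = inhibition of 50% or more in the single-dose primary screen; inactive = inhibition below 50%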
TNF necrop inh – inhibitors of TNF-alpha triggered necroptosis, primary screen, cell-based, Jurkat FADD-/-, single concentration; Jurkat FADD-/- TNF necroptosis rescue, ATP luminescence, 24 h; 0 = TNF only, 100 = no-TNF cells; activation (protection from cell death), % at 10 µM; 220,000 tested, 0.068% active;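 active = activation, meaning protection from cell death, of at least 50% relative to plate controls; inactive = activation below 50%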;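 also: necroptosis triggered by 40 ng/mL TNF-alpha added together with compound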
PGE2 EP2 inh – human EP2 receptor antagonists, primary screen, TR-FRET cAMP, C6 glioma cells. Prostaglandin E2 receptor EP2 subtype (Homo sapiens), P43116. C6 glioma cells expressing human EP2; cells stimulated with saturating PGE2. inhibition, % at 25 µM. 260,000 tested, 0.52% active. AID 1422, 2008;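 active = percent inhibition above 40 after rounding to a whole number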;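 also: rat C6 glioma host cells with rolipram phosphodiesterase inhibitor present; the protocol text gives 20 µM as final concentration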
Target sequence (P43116 whole entry, looked up): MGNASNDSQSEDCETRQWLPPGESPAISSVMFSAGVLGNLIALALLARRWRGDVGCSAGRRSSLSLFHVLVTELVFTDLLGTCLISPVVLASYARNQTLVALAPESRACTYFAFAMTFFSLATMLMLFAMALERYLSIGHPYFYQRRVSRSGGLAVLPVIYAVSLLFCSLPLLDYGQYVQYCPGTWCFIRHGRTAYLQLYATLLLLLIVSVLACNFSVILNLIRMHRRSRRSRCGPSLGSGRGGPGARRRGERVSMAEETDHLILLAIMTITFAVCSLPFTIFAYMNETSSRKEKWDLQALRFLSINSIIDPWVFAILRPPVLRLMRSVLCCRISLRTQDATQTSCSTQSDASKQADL
* hit, by the source's call; nt = no result given.

Screens by letter – A = Wee1 stabilizer; B = FXIIa inh; C = L929 necroptosis; D = PPC-1+TRAIL kill; E = CHOP inh; F = FXIa inh 1536; G = TbHK1 inh; H = TNF necrop inh; I = PGE2 EP2 inh
> CN1C(=O)/C(=C/c2ccccc2OCc2ccc(C(=O)O)cc2)NC1=S
  A: 0; B: 1; C: 17; D: 5; E: -3; F: -5; G: -10; H: 1.9; I: 4

> CN(Cc1nc2ccccc2c(=O)[nH]1)C(=O)c1ccc(S(=O)(=O)N(C)C)cc1
  A: -1; B: 17; C: 0.3; D: 1; E: 10; F: 2; G: 7; H: -0.6; I: 3

> O=C(O)/C=C\C(=O)NC1CCCCC1
  A: -4; B: 4; C: 0.7; D: 20; E: -10; F: -3; G: -1; H: 1.0; I: 15

> O=C(Nc1ccc(N2CCOCC2)cc1)C1CCCN(S(=O)(=O)c2ccccc2)C1 (stereo not given)
  A: -3; B: 5; C: -0.1; D: -16; E: -22; F: -10; G: -1; H: -4.2; I: 15

> CCOC(=O)c1ccc(NC(=O)C2CCC(CNc3c(N4CCOCC4)c(=O)c3=O)CC2)cc1 (stereo not given)
  A: -2; B: 5; C: 0.8; D: -7; E: 8; F: 3; G: -4; H: 1.7; I: 8

> CC(=O)c1cc(C#N)c(Oc2cccc(C(F)(F)F)c2)nc1C
  A: -1; B: 2; C: -0.1; D: 15; E: 57; F: -5; G: 1; H: -2.9; I: 5

> CC1(C)CC(=O)C2=C(C1)N(Cc1ccccc1)C(=O)C2(NC(=O)C(C)(C)C)C(F)(F)F (stereo not given)
  A: -3; B: 14; C: -0.2; D: 6; E: 20; F: 15; G: -4; H: -1.7; I: 10

> CCOc1cc(CN2CCN(Cc3ccc(C)o3)C(CCO)C2)ccc1OC (stereo not given)
  A: 4; B: 6; C: 1.8; D: 12; E: -1; F: -5; G: 2; H: 0.7; I: 3

> Cc1csc(NC(=O)CCNC(=O)c2ccc([N+](=O)[O-])cc2)n1
  A: 3; B: 9; C: 0.6; D: 23; E: 10; F: 0; G: -16; H: 1.5; I: 3

> COc1ccccc1N(CC(=O)Nc1cccc(C(F)(F)F)c1)S(C)(=O)=O
  A: -2; B: 2; C: 0.0; D: 15; E: -16; F: -2; G: -8; H: 2.1; I: 6

> COc1nc(OC)nc(N2CCC(C(=O)NCC3CCCCC3)CC2)n1
  A: 0; B: 10; C: -0.2; D: -17; E: -5; F: -2; G: -3; H: 2.2; I: 6

> Cc1cc(S(=O)(=O)NC(C)C)ccc1OCC(=O)NCc1ccccc1
  A: 2; B: 8; C: 0.6; D: 11; E: 18; F: 0; G: 6; H: 1.5; I: 2

> CCOC(=O)c1[nH]c2ccc(OC)cc2c1NC(=O)CN1CCSCC1
  A: 2; B: 16; C: 0.0; D: 5; E: 9; F: 7; G: -11; H: -3.2; I: 10

> COc1cccc(/C=N/NC(=O)CC(=O)NCCc2ccc(OC)c(OC)c2)c1
  A: 7; B: 13; C: -0.1; D: 12; E: 45; F: 2; G: -2; H: -3.8; I: 4

> COC(=O)c1ccc(C(=O)Nc2ccc3nc(-c4cccnc4)[nH]c3c2)cc1
  A: 1; B: 11; C: 0.7; D: -16; E: -29; F: 4; G: -20; H: 1.2; I: 6

> O=C(Nc1nnc(-c2cccs2)o1)c1cccc(C(F)(F)F)c1
  A: 0; B: 6; C: 0.7; D: -7; E: nt; F: -4; G: -9; H: -2.3; I: 8

> CC1(C)CCCN(C(=O)c2coc(=O)c(Br)c2)C1
  A: -2; B: -11; C: -0.5; D: 7; E: -5; F: 5; G: -8; H: -2.4; I: 17

> CN(NC(=O)c1ccccc1)c1ncc(C(F)(F)F)cc1Cl
  A: 0; B: 10; C: -0.3; D: 12; E: 1; F: -3; G: -5; H: -0.1; I: 10

> CN(C)S(=O)(=O)c1cccc(NC(=S)N/N=C/C2CC=CCC2)c1 (stereo not given)
  A: 1; B: 6; C: 1.9; D: 0; E: -9; F: -4; G: 4; H: 1.5; I: 4

> COc1ccc(CCN2C(=O)CC(C(N)=O)SC2=Nc2ccccc2)cc1 (stereo not given)
  A: 6; B: 1; C: 0.0; D: 15; E: 6; F: -2; G: 0; H: -0.5; I: 10

> O=C(CNC(=O)c1ccccc1Br)N/N=C/c1cc(Br)ccc1O
  A: -1; B: 5; C: 18; D: 28; E: 59; F: -2; G: 2; H: -2.6; I: 6

> O=C(NNC(=S)Nc1ccccc1C(F)(F)F)c1cccnc1
  A: 3; B: 9; C: 0.4; D: 31; E: -5; F: -2; G: -14; H: -1.3; I: 8

> Cc1oc(-c2ccccc2F)nc1CN1CCC(C(=O)NC2CC2)CC1
  A: 0; B: 7; C: 0.2; D: 15; E: -1; F: -4; G: 1; H: -0.1; I: 4

> CC(=O)Nc1cc(S(=O)(=O)C(F)(F)F)ccc1Cl
  A: 2; B: 11; C: -0.1; D: -3; E: 42; F: 3; G: 4; H: 7.1; I: 24

> COc1ccc(CCNC2=C(Cl)C(=O)N(Cc3ccccc3)C2=O)cc1OC
  A: 1; B: 1; C: 1.0; D: 27; E: 16; F: -3; G: 0; H: -4.6; I: 10

> Cc1nc(N2CCN(S(=O)(=O)c3ccccc3C#N)CC2)c2c(-c3cccs3)csc2n1
  A: 3; B: 6; C: 0.7; D: 25; E: 38; F: -1; G: 0; H: -4.4; I: 0

> CCCNC(=O)N1CCN(C(=O)NCCC)CC1
  A: -1; B: 17; C: -0.2; D: -15; E: 18; F: 10; G: -2; H: 0.2; I: 16

> CCOc1ccccc1N(CC(=O)O)S(=O)(=O)c1ccccc1
  A: -2; B: 18; C: -0.2; D: 2; E: 16; F: 4; G: -2; H: -1.2; I: 9

> O=S(=O)(c1cccc2nsnc12)N1CCN(C/C=C\c2ccccc2)CC1
  A: -1; B: 10; C: -0.1; D: 0; E: 21; F: -7; G: -2; H: 0.3; I: 7

> CN1CCC(=O)N([C@H](CSc2ccc(Br)cc2)Cc2ccccc2)CC1
  A: nt; B: 7; C: -1.2; D: 4; E: 8; F: 0; G: 1; H: 1.0; I: 9

> CC(C)(C)c1cc[n+](C2=C([O-])c3ccccc3C(=O)/C2=N\S(=O)(=O)c2cccs2)cc1
  A: -1; B: 8; C: 16; D: 14; E: 81*; F: 7; G: -21; H: -28; I: 8

> NC(=O)CN1C(=O)C(O)(CC(=O)c2ccccc2O)c2ccccc21 (stereo not given)
  A: -2; B: -2; C: 0.1; D: nt; E: 36; F: -10; G: -6; H: -0.1; I: 12

> O=C(COC(=O)CCc1ccc(S(=O)(=O)N2CCOCC2)cc1)NC1CCCCCC1
  A: -1; B: 15; C: -0.2; D: 16; E: 6; F: 6; G: 26; H: 1.1; I: 4

> O=C1CC(c2ccccc2)CC(O)=C1C=NCCN1CCN(C(=S)Nc2cccc(Cl)c2)CC1 (stereo not given)
  A: -2; B: 14; C: 0.2; D: 29; E: 17; F: 0; G: -5; H: 0.3; I: 8

> C=CCOc1ccc(/C=N/n2cncn2)cc1OC
  A: 1; B: 12; C: 0.1; D: -14; E: -6; F: -2; G: -18; H: -1.8; I: 10

> CC(=O)C1=C(O)C(=O)N(c2cccnc2)C1c1cccc([N+](=O)[O-])c1 (stereo not given)
  A: 1; B: -4; C: 0.5; D: -16; E: -4; F: -2; G: -44; H: 2.6; I: 10

> O=C(c1ccco1)N(Cc1cccs1)C1CCS(=O)(=O)C1 (stereo not given)
  A: 3; B: 3; C: -0.5; D: 29; E: 10; F: -5; G: -1; H: 0.1; I: 6

> CCOc1ccc(CC(=O)Nc2c(C(N)=O)oc3ccc(Br)cc23)cc1OCC
  A: 1; B: 7; C: -1.2; D: -3; E: 44; F: -1; G: -1; H: -0.8; I: 17

> CC1CC(C)CN(CCCNC(=O)C2CCCN(c3nnc(N4CCCC4=O)s3)C2)C1 (stereo not given)
  A: -2; B: 8; C: -0.3; D: 7; E: 13; F: 0; G: -6; H: -1.0; I: 12

> COc1ccc(C2Nc3ccccc3C(=O)N2c2ccc(F)cc2)cc1CSc1ccccn1 (stereo not given)
  A: -2; B: 4; C: 0.6; D: 2; E: 24; F: -2; G: -12; H: 1.1; I: 14

> CN1N=C(C(=O)N2CCc3c([nH]c4ccccc34)C2c2c(F)cccc2Cl)CCC1=O (stereo not given)
  A: -2; B: 7; C: 5.3; D: 10; E: 23; F: -5; G: -12; H: 0.9; I: 3

> O=C(NCCOc1ccccc1)c1cc(C(=O)NCCOc2ccccc2)cc([N+](=O)[O-])c1
  A: -4; B: 12; C: -0.2; D: 7; E: 40; F: 29; G: 0; H: 0.8; I: 16

> CCCc1nnc(NC(=O)CCN2C(=O)c3ccccc3C2=O)s1
  A: 2; B: 3; C: 1.1; D: 6; E: 27; F: -3; G: -1; H: 0.6; I: 7

> O=C(CSc1ncn(-c2ccccc2)n1)Nc1nncs1
  A: 0; B: 0; C: 0.9; D: 2; E: 2; F: -4; G: 3; H: 0.2; I: 4

> COc1cc2c(cc1OC)CN(c1ccc([N+](=O)[O-])cc1C#N)CC2
  A: 2; B: 10; C: 0.1; D: 16; E: 13; F: 0; G: -9; H: 3.7; I: 8

> Cc1cccc(C)c1N=C1SC(CC(=O)Nc2c(C)cccc2C)C(=O)N1CCc1ccccn1 (stereo not given)
  A: 1; B: 5; C: 0.0; D: 11; E: 38; F: -3; G: -5; H: 3.2; I: 10

> COc1ccc(-n2c(SCC(=O)NC3CCCCC3)nc3ccsc3c2=O)cc1
  A: 2; B: -12; C: -0.1; D: 22; E: 22; F: -1; G: 0; H: 0.5; I: 8

> COc1ccccc1/C=C\C=N\n1c(-c2ccc(Cl)cc2Cl)n[nH]c1=S
  A: 2; B: 9; C: 0.8; D: 26; E: 19; F: 27; G: -4; H: 0.4; I: 23

3 structures out of the list, arranged by length of the SMILES, high to low.
Screens by letter – A = Wee1 stabilizer; B = FXIIa inh; C = L929 necroptosis; D = PPC-1+TRAIL kill; E = CHOP inh; F = FXIa inh 1536; G = TbHK1 inh; H = TNF necrop inh; I = PGE2 EP2 inh
> CC(=O)C1=C(O)C(=O)N(c2cccnc2)C1c1cccc([N+](=O)[O-])c1 (stereo not given)
  A: 1; B: -4; C: 0.5; D: -16; E: -4; F: -2; G: -44; H: 2.6; I: 10

> COc1ccc(-n2c(SCC(=O)NC3CCCCC3)nc3ccsc3c2=O)cc1
  A: 2; B: -12; C: -0.1; D: 22; E: 22; F: -1; G: 0; H: 0.5; I: 8

> O=C(CSc1ncn(-c2ccccc2)n1)Nc1nncs1
  A: 0; B: 0; C: 0.9; D: 2; E: 2; F: -4; G: 3; H: 0.2; I: 4

Only part of the results is shown. The share of hits here may be higher or lower than overall.
